# High-throughput results: PubChem, NCI
# Growth percent in the NCI-60 one-dose screen (48 h, 10 µM unless noted): 100 = growth as untreated, 0 = no growth, -100 = all killed.
# OVCAR-4 – OVCAR-4 ovarian cancer cells. 80,000 tested, 3.7% active. AID 1794784
# OVCAR-3 – OVCAR-3 ovarian cancer. 79,000 tested, 7% active. AID 1794787
# OVCAR-8 – OVCAR-8 ovarian cancer; 81,000 tested, 4.4% active
# PC-3 – PC-3 prostate cancer cells; 80,000 tested, 3.9% active
# IGROV1 – IGROV1 ovarian cancer. 79,000 tested, 4.7% active
# SK-OV-3 – SK-OV-3 ovarian cancer cells; 80,000 tested, 3.2% active
# DU-145 – DU-145 prostate cancer. 81,000 tested, 4.2% active. AID 1794760
# OVCAR-5 – OVCAR-5 ovarian cancer | 82,000 tested, 2.9% active | AID 1794783
# * hit, by the source's call; / = not tested or not shown; & = joins results of further samples. How the source made its calls: active means growth percent below 10; inactive means the rest.
# Screens in order – OVCAR-4, OVCAR-3, OVCAR-8, PC-3, IGROV1, SK-OV-3, DU-145, OVCAR-5
Cc1sc(NC(=O)c2ccc(C(C)(C)C)cc2)c(C(=O)O)c1C
  /, 72, 57, 54, 71, 103, 62, 94
CC(=O)Nc1cccc2cc(S(=O)(=O)O)ccc12
  100, 116, 111, 94, 113, 109, 118, 97
CCCCNc1ccc(Nc2ccccc2)cc1
  39, 66, 74, 51, 59, /, 84, 103
O=C(/C=C/c1sc(Cl)nc1Cl)c1ccccc1
  108, 46, 94, 85, 92, 103, 99, 100
Cc1ccc(C(c2ccccc2C)C(Cl)(Cl)Cl)cc1 (stereo unspecified)
  111, 134, 103, 99, 105, 105, 121, 105
COC(=O)c1nc(=S)[nH]c(C(=O)OC)c1C(=O)c1ccc(OC)cc1
  112, 119, 109, 93, 100, 149, 117, 103
Cc1cc(O)ccc1O
  98, 110, 104, 98, 114, 112, 114, 116
Cc1ccc(C2=Nc3c(ccc4c(C)c(C)c(=O)oc34)OC2)cc1
  116, 107, 99, 89, 98, 106, 106, 103
CCOc1nc2cccc(C(=O)OC(C)OC(=O)OC3CCCCC3)c2n1Cc1ccc(-c2ccccc2-c2nn[nH]n2)cc1 (stereo unspecified)
  82, 63, 79, 67, 86, 103, 87, 84
O=C(Nc1cc(C2=NCCN2)cc(C2=NCCN2)c1)c1ccc(C(=O)Nc2cc(C3=NCCN3)cc(C3=NCCN3)c2)cc1
  /, 111, 107, 95, 94, 103, 110, 105
O=S(=O)(c1ccc(Cl)cc1)c1cnc(-c2ccccc2)o1
  91, 100, 102, 99, 104, 102, 103, 96
N#Cc1c(-c2ccc(Cl)cc2)nc2n[nH]c(-c3ccc(Cl)cc3)c2c1-c1cccs1
  42, 64, 67, 34, 62, 54, 65, 76
Cc1cc(=O)[nH]c(=O)n1Cc1cn(-c2cc3ccccc3oc2=O)nn1
  109, 96, /, 86, 97, 87, 109, 109
Cc1cc(C)c(S(=O)(=O)NN)c(C)c1
  104, 112, 100, 99, 113, 106, 114, 95
COc1ccc(-c2coc3ccc4ccccc4c3c2=O)cc1OC
  113, /, 99, 111, 104, 102, 151, 104
O=C(Nc1nc2ccc(O)cc2s1)c1ccc(C(F)(F)F)cc1
  61, 57, 57, 64, 60, /, 65, 92
CCC/C=C/C=C/C(=O)N[C@@H](Cc1cc(F)cc(F)c1)C(=O)N[C@@H]1C(=O)N2CCC[C@H]2C(=O)N2CCCC[C@H]2C(=O)N[C@@H](C)C(=O)N2C[C@H](C)C[C@H]2C(=O)O[C@H]1C
  22, 19, 18, 15, 41, 30, 23, 25
CCNc1nc(-c2ccc(Cl)c(OC)c2)c(-c2ccnc(NCCCNS(=O)(=O)c3ccc(Cl)cc3)n2)s1
  83, 81, 51, 29, 56, 42, 74, 88
COc1ccc(C(=O)NC(=O)Nc2ccc3c(c2)NC(=O)/C3=C\c2[nH]c(C)c(C(=O)O)c2C)cc1
  93, 53, 40, 86, 75, 118, 71, 121
O=C1C(c2c[nH]c3ccccc23)=C(c2coc3ccc(F)cc23)C(=O)N1O
  105, 94, 102, 89, 79, 76, 107, 92
CCOC(=O)N1CCN(S(=O)(=O)c2oc(-c3ccc(F)cc3)nc2C#N)CC1
  113, 113, 108, 103, 105, 93, 109, 113
Cc1cc([N+](=O)[O-])c(C)cc1N
  /, 104, 102, 89, 97, 111, 115, 116
CC[C@H](CC[C@@H](C)[C@H]1CC[C@H]2[C@@H]3CC(=O)C4=CC(=O)/C(=C/c5ccco5)C[C@]4(C)[C@H]3CC[C@]12C)C(C)C
  108, /, 100, 94, 103, 123, 115, 108
CCOC(=O)CC(C(=O)OCC)P(c1ccccc1)c1ccccc1 (stereo unspecified)
  101, 100, 103, 99, 129, 105, 99, 97
CC1(c2ccc(Cl)cc2)NC(=O)NC1=O (stereo unspecified)
  103, 111, 107, 98, 102, 96, 99, 94
CC(C)C1CCC(C(C)(C)O)CC1 (stereo unspecified)
  109, 113, 102, 102, 103, 106, 112, 103
O=C(CCCCCCN1CC(=O)N2[C@@H](c3ccc(F)cc3)c3[nH]c4ccccc4c3C[C@H]2C1=O)NO
  74, 81, 78, 65, 88, 95, 97, 79
CC(=O)Nc1ccc2c(C(=O)O)c(C)c(=O)[nH]c2n1
  102, 106, 112, 92, 94, 105, 96, 86
N#C/C(=C\c1cccc(C#N)c1)C(=O)c1ccccc1
  110, 113, 102, 95, 111, 108, 114, 121
O=C1C=CC(=Nc2cc(Cl)c(O)c(Cl)c2)C=C1Cl
  101, 100, 98, 91, 101, 96, 105, 106
CN1/C(=C\C(I)C(I)C2=[N+](C)c3ccccc3C2(C)C)C(C)(C)c2ccccc21 (stereo unspecified)
  22, 13, 7.1*, 5.5*, 25, -8.4*, 25, 25
COc1ccc(Nc2cc(N)nc(N)n2)cc1
  111, 106, 99, 103, 97, 113, 106, 99
CCCCCc1cc[n+](/C=C/c2ccccc2)cc1
  51, 61, 84, 85, 87, 98, 91, 92
CC1CN=C(c2ccc(NC(=O)c3ccc(C(=O)Nc4ccc(C5=NCC(C)N5)cc4)cc3)cc2)N1 (stereo unspecified)
  90, 85, 109, 100, 111, 111, 98, 100
Fc1ccc(F)c(Nc2ccccc2)c1
  112, 118, 101, 97, 125, 104, 120, 105
COc1cccc(/C=C/C(=O)c2ccccc2)c1O
  110, 110, 96, 94, 102, 91, 109, 101
CC(Nc1ncnc2ccc(-c3cnc(N)nc3)cc12)c1ccccc1 (stereo unspecified)
  40, 44, 48, 30, -13*, 27, 25, 29
Clc1cc(Cl)cc(Cl)c1
  107, 104, 105, 93, 100, 101, 103, 102
O=c1/c(=C\c2ccc(-c3ccccc3)o2)sc2nc(Cc3ccccc3)nn12
  104, /, 102, 97, 103, 108, 107, 105
ClC(Cl)(Cl)C1OCCO1
  97, 101, 96, 96, 98, 108, 105, 94
N#Cc1nc(C#N)c(Sc2ccccc2)c(Sc2ccccc2)c1Sc1ccccc1
  -12*, -88*, 3.6*, 22, -68*, -10*, -48*, -71*
COc1cccc(-c2nc(N)nc(N)n2)c1O
  95, 114, 94, 89, 112, 99, 109, 105
CC(=O)c1cc(O)c2ccccc2c1O
  93, 92, 86, 86, 53, 102, 126, 109
N#Cc1c(N2CCNCC2)nc2sc3cc(Cl)c(Cl)cc3n2c1=O
  106, 117, 100, 81, /, 87, 121, 116
CCn1cnc2c(SC)nc(N)nc21
  101, 108, 97, 115, 74, /, 107, 100
S=C(N/N=C/c1cc(Cl)cc(Cl)c1)NC12CC3CC(CC(C3)C1)C2
  23, 58, 57, 76, 78, 67, 77, 86
CC/C(=C(\c1ccc(OCCN2CCCCCC2)cc1)c1ccc(OC(=O)C2CCCCC2)cc1)c1ccccc1
  109, 102, 93, 96, 90, 99, 105, 96
Cc1nn(-c2ccccc2)c(Cl)c1-c1cc(-c2ccc(Cl)cc2)nc(-c2ccc(Cl)cc2)c1
  100, 116, /, 106, 109, 96, 114, 104
CC(COc1cc(Cl)c(Cl)cc1Cl)OC(=O)C(C)Oc1cc(Cl)c(Cl)cc1Cl (stereo unspecified)
  102, 105, 101, 83, 91, 84, 111, 102
CCCC(NC(=O)C(C)N)C(=O)O (stereo unspecified)
  109, 102, 99, 92, 109, 111, 106, 110

# Reprinted at random: 2 entries already listed
# Screens in order – OVCAR-4, OVCAR-3, OVCAR-8, PC-3, IGROV1, SK-OV-3, DU-145, OVCAR-5
CCCC(NC(=O)C(C)N)C(=O)O (stereo unspecified)
  109, 102, 99, 92, 109, 111, 106, 110
N#Cc1nc(C#N)c(Sc2ccccc2)c(Sc2ccccc2)c1Sc1ccccc1
  -12*, -88*, 3.6*, 22, -68*, -10*, -48*, -71*

# Entries of single compounds, looked up by structure.
# COc1cccc(-c2nc(N)nc(N)n2)c1O is listed with OVCAR-4: 95; OVCAR-3: 114; OVCAR-8: 94; PC-3: 89; IGROV1: 112; SK-OV-3: 99; DU-145: 109; OVCAR-5: 105
# CC(=O)c1cc(O)c2ccccc2c1O is listed with OVCAR-4: 93; OVCAR-3: 92; OVCAR-8: 86; PC-3: 86; IGROV1: 53; SK-OV-3: 102; DU-145: 126; OVCAR-5: 109
# N#Cc1nc(C#N)c(Sc2ccccc2)c(Sc2ccccc2)c1Sc1ccccc1 is listed with OVCAR-4: -12*; OVCAR-3: -88*; OVCAR-8: 3.6*; PC-3: 22; IGROV1: -68*; SK-OV-3: -10*; DU-145: -48*; OVCAR-5: -71*

# Next structures:
# Screens in order – OVCAR-4, OVCAR-3, OVCAR-8, PC-3, IGROV1, SK-OV-3, DU-145, OVCAR-5
CC1CN(CCO)C(C)CN1 (stereo unspecified)
  106, 108, 86, 96, 98, 102, 108, 80
CN(C)c1nc(NCCNS(=O)(=O)c2ccc(C(=O)/C=C/c3ccccc3)cc2)nc(N2CCOCC2)n1
  88, 111, 83, 60, 80, 98, 90, 94
O=P(c1ccccc1)(c1ccccc1)C(O)c1cccs1 (stereo unspecified)
  100, 121, 99, 102, 104, 107, 120, 101
O=C(O)c1ccc(/C=N/NC(=O)c2cccc3ccccc23)cc1
  96, 109, 104, 105, 123, 98, 108, 103
CCC(CC)C(=O)O
  87, 104, 101, 101, 102, 106, 103, 99
CC(=O)NNc1nc(C)c(C(/C=C/c2ccc(/C=C/C(=N\NC(=O)c3ccncc3)c3sc(NNC(C)=O)nc3C)cc2)=N/NC(=O)c2ccncc2)s1
  107, 109, 108, 86, 91, 104, 109, 95
CC1N(C(=O)Nc2ccc(Cc3ccc(NC(=O)N4C(C)C4(C)C)cc3)cc2)C1(C)C (stereo unspecified)
  /, 110, 99, 91, 92, 104, 103, 95
Fc1ccc(C2=NN(c3ccc(Cl)cc3)C(c3cccc(Nc4ccnc5cc(C(F)(F)F)ccc45)c3)C2)cc1 (stereo unspecified)
  80, 79, 92, 78, 101, 98, 93, 118
O=C(CN1N=C(c2ccccc2)CCC1=O)Nc1nc2ccccc2s1
  89, 108, 94, 81, 79, 92, 105, 95
COc1ccc(CC(=O)NCCc2ccc3c(c2)OCO3)cc1OC
  /, 119, 108, 94, 116, 101, 118, 108
COc1cc2oc(-c3ccc(NC(=O)c4ccc([N+](=O)[O-])cc4)cc3)cc(=O)c2c(OC)c1OC
  90, 105, 95, 105, 116, 126, 95, 117
CCOC(=O)C(F)(C#N)C(C)CC (stereo unspecified)
  92, 109, 104, 94, 105, 102, 109, 99
Cc1cc(CN(CCO)CCO)c(O)c(CN(CCO)CCO)c1
  68, 84, 99, 88, 104, 102, 83, 87
COC(=Nc1ccccc1)SSC(C)C
  114, 112, 103, 99, 103, 114, 129, 118
O=C(CSc1nnc(-c2cnccn2)n1-c1ccccc1)c1ccc(Cl)cc1
  105, 98, 100, 88, 106, 108, 105, 97
O=C(c1ccc(-c2ccccc2)cc1)c1ccc([N+](=O)[O-])cc1
  105, 104, 104, 87, 101, -100*, 121, 120
CCN1C(=O)N(CC)C2C1NN=c1s/c(=C\c3ccc(F)cc3)c(=O)n12 (stereo unspecified)
  46, -26*, 2.4*, 25, 23, 37, -11*, 33
Cc1nc2sc(C(=O)Nc3ccccc3)c(N)c2cc1C(O)c1ccccc1 (stereo unspecified)
  47, 5.6*, 19, 22, 28, 27, 18, 33
COc1ccc2c(c1)N(CCO)C1=C(C(=O)OC1)C2c1cccc(Br)c1 (stereo unspecified)
  53, -52*, 15, 26, 11, 28, -27*, 32
O=[N+]([O-])c1ccc(N/N=C/c2cccnc2)cc1
  96, 98, 72, 63, 67, 98, 71, 46
O=C1NC(=S)S/C1=C\c1ccccc1Br
  97&106, 95&104, 103&94, 93, 88&90, 95&98, 107&116, 110&102
N#Cc1ncc(-c2ccc(C(F)(F)F)cc2F)c(NC2CCCCCC2)n1
  89, 99, 93, 88, 86, 92, 111, 96
CSc1nc2nc3c(c(-c4ccc(C)cc4)c2c(=O)[nH]1)CN(C)C/C3=C\c1ccc(C)cc1
  93, 116, 105, 98, 97, 112, 99, 115
COC(=O)CNS(=O)(=O)c1ccc2c(c1)Cc1cc(S(=O)(=O)NCC(=O)OC)ccc1-2
  102, 102, 97, 93, 96, 98, 113, 103
CC(C)CCNC(=O)CCn1ccc2ccc(Br)cc2c1=O
  99, 98, 105, 102, 115, 118, 105, 93
O=C1NC(c2ccc(Cl)c(Cl)c2)=C/C1=C/c1ccc([N+](=O)[O-])cc1
  115, 107, 102, 99, 95, 94, 108, 101
CCOC(=O)C1C(=O)Nc2nc3ccccc3n2C1c1ccco1 (stereo unspecified)
  90, 89, /, 88, 108, 103, 97, 90
COc1ccc(-c2cc(Cc3cc(OC)c(OC)c(OC)c3)c(=O)[nH]n2)cc1
  85, 107, 86, 83, 91, 86, 101, 101
COC(=O)C1(CC(=O)c2cccs2)NC(=S)NC(=O)C1C#N (stereo unspecified)
  120, 113, 117, 99, 103, 126, 120, 100
N#Cc1cnc2cc(OC[C@@H](O)CO)c(NC(=O)C3CCCC3)cc2c1Nc1ccc(OCc2cccc(F)c2)c(Cl)c1
  -75*, -82*, -14*, -59*, 4.2*, 27, -91*, 86
Oc1ccccc1C(O)(c1ccccc1)c1ccccc1
  96, 116, 97, 95, 105, 102, 107, 97
CN1CCOC1c1ccc(C2OCCN2C)cc1 (stereo unspecified)
  107, 127, 105, 95, 111, 106, 113, 100
COc1cc2c(cc1-c1c(C)noc1C)ncc1nc(C3CCCC3)n([C@H](C)COC(F)F)c12
  41, 37, 39, 32, 42, 7.5*, 68, 78
CCOC(=O)CSc1nc2nc(Cl)c(Cl)nc2[nH]1
  108, 112, 100, 108, 109, 107, 100, 103
Cc1ccc2cccc(OC(=O)c3c(F)cccc3Cl)c2n1
  125, 102, 108, 99, 103, 102, 114, 105
CC(=O)OC(COc1ccc(Cl)cc1)COc1ccc(Cl)cc1
  103, /, 103, 101, 103, 108, 107, 107
O=c1c2c3c(sc2n2c(-c4ccc(Br)cc4)nnc2n1Cc1ccccc1)CCCC3
  52, 23, 89, 66, /, 43, 91, 78
CCOc1ccc2ccccc2c1-c1nc2sc3c(c2c(=O)[nH]1)CCCC3
  96, 108, 99, 84, 97, 96, 106, 92
COC(=O)Cc1cc(O)cc2oc(-c3cc(Cl)cc(OC)c3OC)cc(=O)c12
  104, 116, 101, 95, 108, 108, 111, 102
